# High-throughput results: PubChem, Broad Institute
# esBAF inh: SWI/SNF esBAF complex inhibition; reporter increase, % at 12.5 µM; AID 602393; mouse ES cells, Bmi1-luciferase knock-in reporter, 24 h; 100% = twice the neutral-well signal; 350,000 compounds, 2% hits; in the data active = activation above about 40%;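 note: 0% = median of the plate's neutral control wells and 100% = double that signal; a rise in the Bmi1 reporter signal indicates esBAF inhibition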
# Cneo AK release: causes C. neoformans cell lysis | adenylate kinase release luminescence, 4 h; normalised: neutral wells 0, clomiphene wells 100 | lysis activity, % at 15 µM | 360,000 compounds, 0.2% hits;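 active = mean lysis activity across replicates of at least 80%, whatever share of replicates individually reach that level; inactive = mean lysis activity below 80%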
#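 read-out = cell lysis signal | test system = log-phase Cryptococcus neoformans yeast cells | input = cells at 5 × 10^6 per mL | medium = fresh YPD growth medium | signal = luminescent adenylate kinase detection reagent | timing = 4 h at 37 °C static, read 1 h later | dosing = single dose | controls = Clomiphene as positive lysis control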
# Statin myotox sup: suppression of simvastatin myotoxicity; C2C12 myotubes + simvastatin, ATP luminescence, 48 h; scaled: DMSO 0, geranylgeraniol control 100; rescue of ATP level, % at 7.49 µM; 330,000 compounds, 0.78% hits;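 active = mean ATP rescue above about 67%, or every replicate alone reaching that limit, limit read from the data, passing the limit was not always enough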;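 note: myotubes were challenged with 10 µM simvastatin during compound exposure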
# SIRT5 inh: sirtuin-5 (human) deacylase inhibition | Q9NXA8 | Purified SirT5, succinyl-peptide AMC, trypsin-coupled fluorescence | inhibition, % at 15 µM | 330,000 compounds, 1.1% hits | AID 652115; in the data active = inhibition above about 15%
# Target sequence (Q9NXA8 whole entry, looked up): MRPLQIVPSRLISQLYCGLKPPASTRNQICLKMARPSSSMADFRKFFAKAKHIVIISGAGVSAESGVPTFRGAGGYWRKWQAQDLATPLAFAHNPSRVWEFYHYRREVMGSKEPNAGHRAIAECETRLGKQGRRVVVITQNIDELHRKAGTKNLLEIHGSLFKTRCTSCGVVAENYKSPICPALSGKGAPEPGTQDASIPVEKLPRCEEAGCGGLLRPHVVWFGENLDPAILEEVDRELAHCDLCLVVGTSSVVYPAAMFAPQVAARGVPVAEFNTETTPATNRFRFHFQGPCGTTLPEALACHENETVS
# ARNT TACC3 PPI: disrupts binding between human ARNT and TACC3 | 390,000 compounds, 0.66% hits | AlphaScreen His-ARNT PAS-B/GST-TACC3 binding, luminescence; TACC3 fragment carries E629A point mutation | inhibition, % at 9.99 µM;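 active = mean inhibition of replicates at least 50% and at least half of replicates each reaching 50%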;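 note: 0% = complete ARNT plus TACC3 wells and 100% = ARNT alone without TACC3; many hits fall short of the cut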
# ERp5 block: blocks human ERp5 reductase activity on insulin | Q15084 | ERp5 insulin aggregation, absorbance 650 nm, 90 min | inhibition, % at 9.99 µM | 350,000 compounds, 0.05% hits | AID 651711;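 active = mean replicate inhibition above about 25%, with every replicate also reaching it, limit read from the data, passing the limit was not always enough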
# Target sequence (Q15084 whole entry, looked up): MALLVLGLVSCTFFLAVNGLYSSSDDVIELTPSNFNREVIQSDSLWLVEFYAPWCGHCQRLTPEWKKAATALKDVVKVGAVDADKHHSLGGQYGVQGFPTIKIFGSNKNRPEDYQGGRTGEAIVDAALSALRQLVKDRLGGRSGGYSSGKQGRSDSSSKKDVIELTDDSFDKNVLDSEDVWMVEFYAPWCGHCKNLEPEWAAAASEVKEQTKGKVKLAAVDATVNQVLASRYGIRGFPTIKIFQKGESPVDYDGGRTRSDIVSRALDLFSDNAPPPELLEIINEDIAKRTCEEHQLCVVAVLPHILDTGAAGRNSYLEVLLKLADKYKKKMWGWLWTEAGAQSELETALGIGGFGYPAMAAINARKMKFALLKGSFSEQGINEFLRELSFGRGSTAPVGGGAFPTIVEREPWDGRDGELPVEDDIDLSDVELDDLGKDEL
# miR-122 sensor: miR-122 inhibition in Huh7 cells; 340,000 compounds, 0.3% hits; Huh7 miR-122 Renilla luciferase sensor, 48 h; neutral wells = 0, positive control = 100; AID 602342; activation (reporter increase), % at 12.5 µM;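 active = mean replicate activation score at least 90 and every replicate individually at or above 90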;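 note: higher luciferase means less miR-122 activity so hits act as miR-122 inhibitors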
# Starred values were filed as active, the others as inactive; x = no result given; & = joins results of further samples; [ ] = dose if it differs, or a comment.
[1] CCOC(=O)C1CCC(CN(Cc2ccccc2)S(=O)(=O)c2ccc([N+](=O)[O-])cc2)CC1 (stereo not drawn)
[2] COc1ccc(C(C)=O)cc1CC(=O)NCCCn1ccnc1
[3] COc1ccc(S(=O)(=O)N2CCC(C(=O)NCCC(=O)NCc3cccc(OC)c3)CC2)cc1
[4] CCC(=O)Nc1ccc2c(c1)C(=O)N(C)[C@H]1CC[C@H](CC(=O)O)O[C@@H]1CO2
[5] COc1ccc(NC(=O)c2cnc3ccccn3c2=O)c(OC)c1
[6] O=C(OCc1ccccc1)N1CCC2CC1c1c(-c3ccc(C(F)(F)F)cc3)cccc12 (stereo not drawn)
[7] Cc1ccc(S(=O)(=O)Oc2ccc(/C=C3/N=C(c4ccccc4)OC3=O)cc2)cc1
[8] COCC#Cc1cnc2c(c1)C(=O)N([C@H](C)CO)C[C@H](C)[C@@H](CN(C)C(=O)C1CCCCC1)O2

assay / entry	1	2	3	4	5	6	7	8
esBAF inh	x	-10	-6	2	32	0	x	3
Cneo AK release	x	0	-1	-1	-4	3	2	1
Statin myotox sup	x	2	-1	-32	-13	-8	x	-2
SIRT5 inh	-3	0	-1	-7	-2	-1	2	0
ARNT TACC3 PPI	-3	12	6	1	-13	-5	3	-13
ERp5 block	4	3	-1	-5	-4	4	-4	8
miR-122 sensor	x	-1	-2	0[16.7 µM]	-4	-3	-6	25[16.7 µM]

[9] C[C@@H]1CN([C@H](C)CO)C(=O)c2cc(C3=CCCC3)cnc2O[C@@H]1CN(C)C(=O)CN1CCOCC1
[10] Cc1sc2nc(C)n(/N=C/N(C)C)c(=O)c2c1C
[11] CN(CCOc1ccccc1)C(=O)c1cc([N+](=O)[O-])ccc1N1CCOCC1
[12] CC(C)(C)C(=O)NC(=S)Nc1ccccc1C(=O)Nc1ccccc1
[13] C=C1C2(C(=O)Nc3nccs3)CCC(C2)C1(C)C (stereo not drawn)
[14] Cc1ccc(C)c(C(C)NC(=O)c2ccc(Br)o2)c1 (stereo not drawn)
[15] O=c1[nH]c2cc(Cl)ccc2n1-c1ccccc1
[16] O=C(OCc1cn([C@@H]2CN(CC3CCCCC3)[C@@H](c3ccc(Cl)cc3)C[C@H]2O)nn1)c1ccccc1

assay / entry	9	10	11	12	13	14	15	16
esBAF inh	-6	x	-2	3	3	x	6	-5
Cneo AK release	-1	-1	0	-1	2	x	1	0
Statin myotox sup	12	x	14	22	12	x	100*	21
SIRT5 inh	-4	-1	1	x	x	6	x	-3
ARNT TACC3 PPI	-2	-4	1	-14	-3	2	-9	x
ERp5 block	1	-10	-2	x	x	9	x	-7
miR-122 sensor	-5[16.7 µM]	13	x	-2	1	x	-11	1

# Sorted by the number under miR-122 sensor (largest number first): four of the compounds above.
cpd | mol | miR-122 sensor
10 | Cc1sc2nc(C)n(/N=C/N(C)C)c(=O)c2c1C | 13
13 | C=C1C2(C(=O)Nc3nccs3)CCC(C2)C1(C)C (stereo not drawn) | 1
12 | CC(C)(C)C(=O)NC(=S)Nc1ccccc1C(=O)Nc1ccccc1 | -2
15 | O=c1[nH]c2cc(Cl)ccc2n1-c1ccccc1 | -11

# New compounds follow:
[17] Cc1ccc(CS(=O)Cc2ccc(C(=O)NCc3ccccc3)o2)cc1 (stereo not drawn)
[18] O=C(CSc1nnc(-c2ccccc2)n1-c1ccc(Cl)cc1)N/N=C/c1ccccc1C(=O)O
[19] COC(=O)N1c2ccccc2C=Cc2ccccc21
[20] Cc1noc(C)c1NC(=O)N(C)C[C@@H]1OCCCC[C@H](C)Oc2ccc(NC(=O)C3CCCCC3)cc2C(=O)N([C@H](C)CO)C[C@H]1C
[21] CCOc1ccc(S(=O)(=O)N2CCC(C(=O)Nc3cc(S(C)(=O)=O)ccc3Cl)CC2)cc1
[22] COc1ccc(C(=O)Nc2ccnn2C2CCN(Cc3cnn(C)c3)CC2)cc1
[23] O=S(=O)(c1ccsc1)N1CC=C(c2ccccc2)CC1
[24] CC(CN1C(C)CCCC1C)OC(=O)c1ccc(F)cc1 (stereo not drawn)

assay / entry	17	18	19	20	21	22	23	24
esBAF inh	1	4	-4	2	1	-1	4	-2
Cneo AK release	-2	-6	-1	-3	-1	5	-4	0
Statin myotox sup	5	16	1	x	-2	6	8	3
SIRT5 inh	0	-4	-1	2	-2	0	-3	-2
ARNT TACC3 PPI	-4	-3	-6	-9	-19	0	x	-1
ERp5 block	-2	1	-5	-3	4	-5	1	-8
miR-122 sensor	-4	-2	0	4[16.7 µM]	-8	-4	2	-3

# Four compounds out of the list, ordered by count of non-hydrogen atoms, highest first.
[20] Cc1noc(C)c1NC(=O)N(C)C[C@@H]1OCCCC[C@H](C)Oc2ccc(NC(=O)C3CCCCC3)cc2C(=O)N([C@H](C)CO)C[C@H]1C
[18] O=C(CSc1nnc(-c2ccccc2)n1-c1ccc(Cl)cc1)N/N=C/c1ccccc1C(=O)O
[24] CC(CN1C(C)CCCC1C)OC(=O)c1ccc(F)cc1 (stereo not drawn)
[19] COC(=O)N1c2ccccc2C=Cc2ccccc21

assay / entry	20	18	24	19
esBAF inh	2	4	-2	-4
Cneo AK release	-3	-6	0	-1
Statin myotox sup	x	16	3	1
SIRT5 inh	2	-4	-2	-1
ARNT TACC3 PPI	-9	-3	-1	-6
ERp5 block	-3	1	-8	-5
miR-122 sensor	4[16.7 µM]	-2	-3	0

# (more compounds)
[25] C/C=C(\C)C(=O)NNC(=O)c1sc(-c2ccccc2)nc1C
[26] CCN1CCN(CCc2nc3cc(NC(=O)COc4ccccc4)ccc3n2C)CC1
[27] Cc1noc(NC(=O)c2ccccc2Cl)c1C#N
[28] CCOC(=O)c1nn(-c2ccccc2)c(C#N)c1N
[29] CC(CCCCCCCCC(=O)O)N(CCO)C(=O)OC(C)(C)C (stereo not drawn)
[30] COc1ccc(-c2ccc([C@H]3[C@@H](CO)N(C(=O)CN(C)C)[C@H]3C#N)cc2)cc1
[31] CC(C)NC(=O)Nc1ccc2c(c1)C(=O)N([C@H](C)CO)C[C@H](C)[C@H](CN(C)C(=O)NC1CCCCC1)OCCCC[C@@H](C)O2
[32] CCCCOc1ccccc1C1NC(=O)CCC1[N+](=O)[O-] (stereo not drawn)

assay / entry	25	26	27	28	29	30	31	32
esBAF inh	-2	16	-5	3	9	0	x	-5
Cneo AK release	-2	-1	1	x	-1	0	-1	6
Statin myotox sup	-2	20	3	1	-3	-8	x	6
SIRT5 inh	0	7	x	-48	x	1	-12	-3
ARNT TACC3 PPI	25	-5	-2	x	-4	-4	-2	17
ERp5 block	1	3	x	24	-6	0	1	0
miR-122 sensor	15	2	-3	9	4	x	-1[16.7 µM]	4

[33] Cc1cccc(Nc2nc(NCC3CCCO3)nc(N)c2[N+](=O)[O-])c1 (stereo not drawn)
[34] O=C(OCC(=O)N1CCc2ccccc21)c1ccc(Br)o1
[35] COc1ccc(-c2cc(O)cc(O)c2)cc1
[36] Cc1noc(C)c1S(=O)(=O)Nc1ccc2c(c1)C(=O)N([C@H](C)CO)C[C@@H](C)[C@@H](CN(C)Cc1ccc(C(F)(F)F)cc1)O2
[37] Cc1c(C=O)c(C=O)c(C)n1Cc1ccccc1
[38] COc1ccccc1/C=N/NC(=O)Cn1cnc([N+](=O)[O-])n1
[39] COc1ccc(NC(=O)c2ccco2)cc1NC(=O)c1ccccc1[N+](=O)[O-]
[40] CNC(=O)NC(=O)Cn1nc2n(c1=O)-c1ccccc1SC2

assay / entry	33	34	35	36	37	38	39	40
esBAF inh	x	-2	6	0	x	x	x	x
Cneo AK release	x	0	-2	-3	3	x	-1	x
Statin myotox sup	x	4	32	38	x	x	x	x
SIRT5 inh	1	-5	x	8	1	0	-4	-1
ARNT TACC3 PPI	2	-5	2	9	x	1	0	-1
ERp5 block	4	0	x	0	17	4	-4	1
miR-122 sensor	x	-1	-2	1[16.7 µM]	-6	x	x	x

[41] COc1cccc2[nH]c3c(=O)[nH]cnc3c12
[42] CCN(CC)C(=O)CSc1nnc(-c2cccnc2)n1CCc1ccccc1
[43] C[C@@H]1CN([C@@H](C)CO)C(=O)c2cc(NC(=O)C3CCCCC3)ccc2O[C@@H]1CN(C)C
[44] O=C(CNCCC1=CCCCC1)Nc1ccccc1N1CCCCCC1
[45] CCOc1ccc(NC(=O)C2CCCN(S(=O)(=O)c3c(C)nn(C)c3C)C2)cc1 (stereo not drawn)
[46] CCCCCCSc1cccc(-c2nc3ccc(Cl)cn3c2NCCCC)c1
[47] O=C(CSc1nc(COc2ccccc2)nc2ccccc12)NC1CCCC1
[48] COc1cc(C2=CN(Cc3ccccc3)CCC2=O)cc(OC)c1OC

assay / entry	41	42	43	44	45	46	47	48
esBAF inh	2	-3	-3	2	8	0	x	2
Cneo AK release	0	-1	3	10	-1	-1	x	0
Statin myotox sup	1	10	5	8	11	2	x	3
SIRT5 inh	-21	x	13	-3	x	-3	-4	x
ARNT TACC3 PPI	-4	12	5	-5	x	x	3	-7
ERp5 block	0	x	8	-2	-4	2&-3	-1	-12
miR-122 sensor	-16	18	-1[16.7 µM]	-77	x	6	x	6

[49] Cc1cccc(C)c1OCCSc1nc2ccccc2n1CC(=O)O
[50] C[C@H]1CN([C@@H](C)CO)S(=O)(=O)c2ccc(Br)cc2O[C@@H]1CN(C)C(=O)CN(C)C
[51] Cc1ccc(S(=O)(=O)N2CCCCC2)cc1C(=O)N(C)CCOc1ccccc1
[52] CCN(CC)S(=O)(=O)c1cccc(-c2nn(-c3ccccc3)cc2/C=C(\C#N)C(=O)NCc2ccco2)c1
[53] CC(NCc1ccc(S(N)(=O)=O)cc1)C(=O)Nc1ccc([N+](=O)[O-])cc1Cl (stereo not drawn)
[54] Cc1cc(NS(=O)(=O)c2ccc(NC(=O)CN3C(=O)NC(C)(c4ccccc4)C3=O)cc2)nc(C)n1 (stereo not drawn)
[55] CN(C(=O)C1CCC(=O)N(CCCN2CCCC2=O)C1)C(C1CC1)C1CC1 (stereo not drawn)
[56] CN1C(=O)c2cc(NS(=O)(=O)c3ccccc3F)ccc2OC[C@@H]2O[C@H](CC(=O)NC3Cc4ccccc4C3)CC[C@H]21

assay / entry	49	50	51	52	53	54	55	56
esBAF inh	3	2	x	x	x	0	6	10
Cneo AK release	-2	12	3	-2	x	-1	8	-1
Statin myotox sup	11	7	x	x	x	15	4	11
SIRT5 inh	3	-3	-1	x	2	-3	-4	-4
ARNT TACC3 PPI	-1	3	1	-1	2	4	-3	-3
ERp5 block	2	3	0	x	1	12	x	-4
miR-122 sensor	-4	-8[16.7 µM]	-6	-2	x	x	-2	x

[57] Cc1ccc(NC(=O)CN2C(=O)COc3ccc(S(=O)(=O)N4CCCC4)cc32)cc1C
[58] CCCc1nc2ccc(C)cn2c1Cc1ccccc1OC
[59] CC1=CC(C)(C)NC(=S)N1c1cccc(C)c1
[60] O=C(CSc1nc2c(cnn2-c2ccccc2)c(=O)[nH]1)NCC1CCCO1 (stereo not drawn)
[61] O=C(NC1CCCCC1)N[C@@H]1CC[C@H](CCNS(=O)(=O)c2ccccc2)O[C@H]1CO
[62] O=C(Cn1c(=O)c2c(ncn2Cc2ccccc2)n(Cc2ccccc2)c1=O)N1CCc2ccccc21
[63] CC1CCN(Cc2ccc(-c3nn[nH]n3)cc2)CC1
[64] CCOC(=O)C1CCCN(C(=S)NC2CCCC2)C1 (stereo not drawn)
[65] CCCCn1c(N)c(N(CCOC)C(=O)CCNC(=O)c2ccccc2Cl)c(=O)[nH]c1=O
[66] COc1cc(S(=O)(=O)N2CCN(Cc3ccc4c(c3)OCO4)CC2)c(C)cc1C
[67] CC(C)C(=O)NC(=S)Nc1ccccn1

assay / entry	57	58	59	60	61	62	63	64	65	66	67
esBAF inh	-3	9	0&5	1	2	3	-2	x	9	1	-4
Cneo AK release	-1	5	-2&5	-2	0	1	8	x	1	0	-7
Statin myotox sup	2	-18	3&-13	1	10	28	x	x	6	-4	4
SIRT5 inh	-1	-6	0	-4	-3	1	x	0	-1	x	x
ARNT TACC3 PPI	2	x	-2&-3	0	-17	-1	-12	-1	-4	6	-1
ERp5 block	1	1	-5&0	-5	1	-7	x	7	-9	2	x
miR-122 sensor	0	-2	-17	x	x	-12	6	x	-3	-6	1
